Bioassay records (PubChem)
PAFAH2 inh: PAFAH2 enzyme inhibitors, primary screen, biochemical, fluorescence polarization, human. inhibition, % at 3.39 µM. hit rate 0.99% among 340,000. Platelet-activating factor acetylhydrolase 2, cytoplasmic (Homo sapiens), Q99487. recombinant PAFAH2, FP-rhodamine activity probe;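 active means inhibition above the mean over all tested compounds plus 3 SD, cut at about 30% in these data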;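 further: inhibitors block probe labeling of enzyme so polarization drops; 0% = enzyme with DMSO and 100% = wells lacking PAFAH2 protein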
PP1 inh: PP1-alpha phosphatase inhibitors, primary screen, counter-screen for PP5 inhibitor project, biochemical, fluorescence, OMFP substrate, single point. Serine/threonine-protein phosphatase PP1-alpha catalytic subunit (Homo sapiens), P62136. purified PP1alpha. inhibition, % at 6.7 µM. hit rate 0.9% among 320,000;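 active means inhibition above the mean inhibition of all tested compounds plus 3 SD, computed separately for each screening campaign, cut at about 15% in these data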
TPT1 inhibitor: Candida albicans TPT1 enzyme inhibitors, primary screen, biochemical, fluorescence polarization. tRNA 2'-phosphotransferase TPT1 (Candida albicans SC5314). AID 1962, 2009. recombinant caTPT1, FP RNA substrate dephosphorylation. hit rate 0.81% among 300,000. inhibition, % at 5 µM;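 active means inhibition above the mean of all tested compounds plus 3 SD, set per screening campaign, cut at about 24% in these data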;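 further: plate controls were DMSO alone for no effect and ferristatin control at 100 nM for full effect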
AHR activator: AHR activators, primary screen, cell-based, luminescence, luciferase reporter, human. Aryl hydrocarbon receptor (Homo sapiens), P35869. hit rate 2.5% among 320,000. AHR-responsive luciferase reporter cells. activation, % at 5 µM. AID 2796, 2010; in the data active means activation above about 47%;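 further: 0% = vehicle wells and 100% = reference agonist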
procasp3 activ: activators of human procaspase-3 D3A mutant, primary screen, biochemical, absorbance, PC-3 D3A mutant, single concentration; Caspase-3 (Homo sapiens), P42574; recombinant procaspase-3 D3A, Ac-DEVD-pNA absorbance 405 nm; activation, % at 8.5 µM; hit rate 0.11% among 330,000;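 active means activation above the mean of all tested compounds plus 3 SD, cut at about 21% in these data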;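 further: 0% = DMSO alone and 100% = DMSO wells spiked with extra 5 µM PC-3 D3A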
Target sequence (P42574 whole entry D9A/D28A/D175A): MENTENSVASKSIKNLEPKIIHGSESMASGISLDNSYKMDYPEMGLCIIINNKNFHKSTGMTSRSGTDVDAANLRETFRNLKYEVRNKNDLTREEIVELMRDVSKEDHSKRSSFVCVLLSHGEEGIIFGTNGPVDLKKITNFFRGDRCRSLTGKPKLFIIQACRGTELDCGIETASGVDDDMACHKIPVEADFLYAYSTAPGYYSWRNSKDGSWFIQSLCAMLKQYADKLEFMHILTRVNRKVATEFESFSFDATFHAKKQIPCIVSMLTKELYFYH
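Assay system – Procaspase-3 D3A mutant · Benchmarks – DMSO low control, extra-enzyme high control · Technique – 405 nm absorbance of p-nitroaniline, reads at 0 and 120 min · Doses – 8.5 µM nominal · Measure – % activation between DMSO and enzyme-spiked controls · Also added – Ac-DEVD-pNA chromogenic peptide substrate · Schedule – 1 h compound preincubation, 2 h substrate hydrolysis at 25 °C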
Fh CTSL1 inh: Fasciola hepatica cathepsin L1 inhibitors, primary screen, counter-screen for PFM18AAP inhibitor project, biochemical, QFRET, fluorogenic peptide substrate; hit rate 0.49% among 300,000; recombinant F. hepatica cathepsin L1, Z-Leu-Arg-MCA fluorescence; inhibition, % at 5.96 µM;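 active means inhibition above the mean of all tested compounds plus 3 SD, set per screening campaign, cut at about 17% in these data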;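 further: 0% = plate median of test compound wells and 100% = 1 µM Z-Phe-Ala-diazomethylketone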
PP5 primary: PP5 phosphatase inhibitors, primary screen, biochemical, fluorescence | purified PP5c, OMFP substrate fluorescence | AID 1987, 2009 | hit rate 0.18% among 320,000 | inhibition, % at 6.7 µM;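 active means inhibition above the campaign's mean inhibition across all tested compounds plus 3 SD, cut at about 9.5% in these data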;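 further: 0% = DMSO only and 100% = 100 µM cantharidin control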
Target sequence (P53041 whole entry, looked up): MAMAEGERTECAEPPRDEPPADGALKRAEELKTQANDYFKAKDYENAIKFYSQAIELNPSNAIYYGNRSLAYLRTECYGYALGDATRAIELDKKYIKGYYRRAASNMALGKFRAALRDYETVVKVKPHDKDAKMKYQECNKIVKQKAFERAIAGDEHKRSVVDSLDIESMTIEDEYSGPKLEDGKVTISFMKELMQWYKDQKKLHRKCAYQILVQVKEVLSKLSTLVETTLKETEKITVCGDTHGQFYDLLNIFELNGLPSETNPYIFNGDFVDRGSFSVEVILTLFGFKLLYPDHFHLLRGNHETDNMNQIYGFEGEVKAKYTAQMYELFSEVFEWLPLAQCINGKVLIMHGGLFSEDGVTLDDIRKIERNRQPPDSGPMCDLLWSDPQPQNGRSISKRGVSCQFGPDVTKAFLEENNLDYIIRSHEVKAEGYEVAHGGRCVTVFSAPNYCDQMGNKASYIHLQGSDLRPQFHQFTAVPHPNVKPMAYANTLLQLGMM
HCV core dimer: inhibitors of HCV core protein dimerization, primary screen, biochemical, TR-FRET, high-throughput | TR-FRET GST/Flag-core106 dimerization, 1536-well | inhibition, % at 5 µM | hit rate 0.33% among 300,000 | AID 1899, 2009;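 active means inhibition above the mean of all tested compounds plus 3 SD, set per screening campaign, cut at about 45% in these data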
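Material: Tagged HCV core106 pair (GST and Flag) | Amount: GST-core106 13.5 nM, Flag-core106 17 nM | Medium: KF-containing HEPES buffer, pH 7.45, DTT, CHAPS, BSA | Reagent: Eu donor and XL665 acceptor anti-tag antibodies | Schedule: 4 h at 22.5 °C | Technique: Time-resolved FRET, ex 340 nm, em 617 and 671 nm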
proCasp7 act: procaspase-7 activators, primary screen, counter-screen for procaspase-3 activator project, biochemical, absorbance, HTS, human. Caspase-7 (Homo sapiens), P55210. recombinant procaspase-7, Ac-DEVD-pNA absorbance 405 nm; D23A/D198A/D206A triple mutant, cannot self-cleave; scale: DMSO 0, 5 µM enzyme 100. activation, % at 8.5 µM. hit rate 0.093% among 330,000;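 active means percent activation above the screen-wide mean plus 3 SD, cut at about 25% in these data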
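Assay system: Uncleavable procaspase-7 mutant enzyme / Input: 2 µM procaspase-7 mutant as dispensed / Dosing: single nominal 8.5 µM compound dose, 0.8% DMSO final / Timing: 1 h enzyme–compound preincubation and 2 h substrate reaction, both 25 °C / Detection: p-Nitroaniline absorbance at 405 nm, read at 0 and 120 min / Replication: singlicate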
Active calls of the source: *; x = not tested or not shown. Outcome played no part in choosing rows. About 5.6% of those tested had a hit in this group.

Short forms – A = PAFAH2 inh; B = PP1 inh; C = TPT1 inhibitor; D = AHR activator; E = procasp3 activ; F = Fh CTSL1 inh; G = PP5 primary; H = HCV core dimer; I = proCasp7 act
COc1cc(C(=O)N(CCc2ccccc2)C2=CC3CCC(C2)N3C)cc(OC)c1OC (stereo not drawn)
  A: 4; B: -2; C: -5; D: 2; E: -2; F: -3; G: 0.9; H: 1; I: 3
NC(=O)CN1CCCC1c1ccc2c(c1)OCCO2 (stereo not drawn)
  A: 1; B: -4; C: 1; D: -2; E: -1; F: 1; G: 0.5; H: 9; I: 8
CCOC(=O)c1cnn(C)c1NC(=O)c1ccc(Cl)cc1Cl
  A: -3; B: 1; C: 2; D: 3; E: 2; F: -3; G: -0.2; H: -16; I: -1
Cc1cccc(NS(=O)(=O)c2cccc(C(=O)NCCCN3CCCC3=O)c2)c1
  A: -2; B: -2; C: -1; D: -1; E: -4; F: -1; G: 3.3; H: -3; I: 0
CC(C)c1ccc(-c2nn(-c3ccccc3)cc2C(=O)NCC2CCCO2)cc1 (stereo not drawn)
  A: 1; B: -5; C: -1; D: 4; E: 8; F: 3; G: 4.7; H: 6; I: 2
CC(C)CNC(=S)N(CCN(C)C)Cc1cc2cc3c(cc2[nH]c1=O)OCCO3
  A: -1; B: 1; C: 5; D: 9; E: -5; F: 2; G: 2.0; H: -7; I: -14
CC(C)N(C(=O)N1CCC(c2nc(-c3ccncc3)no2)CC1)C(C)C
  A: -2; B: -1; C: -4; D: 5; E: -2; F: -1; G: 3.2; H: 1; I: -2
COCc1cc(=O)[nH]c(/N=C(\N)Nc2ccc(Oc3ccccc3)cc2)n1
  A: 0; B: -2; C: 2; D: 3; E: 2; F: 0; G: 2.3; H: 2; I: -4
COC(C(=O)Nc1ccnn1C1CCN(C(=O)c2cccc(F)c2)CC1)c1ccccc1 (stereo not drawn)
  A: 4; B: -6; C: -3; D: 2; E: 6; F: -3; G: -1.4; H: 6; I: 5
CC(C(=O)Nc1ccc(OCc2ccccc2)cc1)N1CCCC1 (stereo not drawn)
  A: 6; B: -3; C: 6; D: 4; E: -5; F: 2; G: -0.2; H: -2; I: 5
O=C(CC1CCCCC1)NCCS(=O)(=O)N1CCN(c2ccccc2)CC1
  A: 3; B: 0; C: -5; D: -1; E: -4; F: 12; G: 0.2; H: -2; I: -10
Cc1cc(C(=O)Nc2cccc3ccccc23)n(-c2ccccc2)n1
  A: 2; B: -1; C: 3; D: 22; E: 6; F: -6; G: 4.8; H: -2; I: -6
CCn1ncc(Br)c1C(=O)Nc1ccccc1OC
  A: -12; B: 1; C: -3; D: 49*; E: -2; F: -4; G: 0.7; H: -1; I: 12
CC(=O)Nc1c(C)nn(-c2ccc(C)c(C)c2)c1C
  A: 0; B: 1; C: 3; D: 8; E: 2; F: -6; G: 0.0; H: -6; I: 17
Cc1ccc(C(=O)NCCOc2cccc(C)c2)cc1
  A: -6; B: -2; C: -2; D: 1; E: 6; F: 0; G: 0.6; H: -4; I: 8
COC(=O)c1cnc(SC)nc1C
  A: 2; B: -2; C: -3; D: 0; E: -4; F: 0; G: 0.6; H: -2; I: 5
CSc1ccccc1NC(=O)CN(C)C(=O)Cc1c[nH]c2ccccc12
  A: 2; B: -1; C: 3; D: 23; E: -3; F: 2; G: 2.0; H: 2; I: 2
Cc1cc(C)cc(NC2=C(N)C(=O)c3ccccc3C2=O)c1
  A: 2; B: 2; C: -1; D: 55*; E: -14; F: -1; G: 3.8; H: -51; I: -15
Cc1cccc(NC(=O)CN2C(=O)/C(=C3\SC(=S)N(CC4CCCO4)C3=O)c3ccccc32)c1 (stereo not drawn)
  A: 3; B: -1; C: -1; D: -1; E: -3; F: 4; G: 1.2; H: 9; I: -7
O=C1CC(c2ccc(F)cc2)Sc2nc(-c3ccccc3)c(-c3ccccc3)n21 (stereo not drawn)
  A: -6; B: -1; C: -1; D: 4; E: -15; F: -1; G: -0.3; H: -3; I: 3
CCOC(=O)c1c(NC(=O)CSc2nnc(-c3ccco3)o2)sc(C(C)=O)c1C
  A: 0; B: -4; C: 5; D: 6; E: -1; F: 6; G: -5.1; H: 3; I: 1
CCOC(=O)c1cnc2c(C(=O)OC)cccc2c1NCCN1CCOCC1
  A: 1; B: 14; C: -5; D: 6; E: 0; F: 9; G: -2.6; H: -3; I: -2
O=C(Cc1cccc2ccccc12)N/N=C/c1ccc(Sc2cccc3cccnc23)o1
  A: x; B: -2; C: 5; D: 4; E: -5; F: 6; G: 3.7; H: 23; I: 2
O=C(NCC(c1ccco1)N1CCc2ccccc2C1)C(=O)Nc1ccc(F)cc1F (stereo not drawn)
  A: -2; B: 4; C: 1; D: 3; E: 17; F: 4; G: -0.6; H: 1; I: 0
CC(=O)c1sc(-c2ccc(Cl)cc2)nc1C
  A: -5; B: -4; C: -4; D: 3; E: -5; F: 1; G: -1.3; H: -8; I: 3

Retrieved one by one from the entries so far:
Short forms – A = PAFAH2 inh; B = PP1 inh; C = TPT1 inhibitor; D = AHR activator; E = procasp3 activ; F = Fh CTSL1 inh; G = PP5 primary; H = HCV core dimer; I = proCasp7 act
COc1cc(C(=O)N(CCc2ccccc2)C2=CC3CCC(C2)N3C)cc(OC)c1OC (stereo not drawn)
  A: 4; B: -2; C: -5; D: 2; E: -2; F: -3; G: 0.9; H: 1; I: 3
COC(=O)c1cnc(SC)nc1C
  A: 2; B: -2; C: -3; D: 0; E: -4; F: 0; G: 0.6; H: -2; I: 5

Back to the main list, repeating the 3 entries before the break.
Short forms – A = PAFAH2 inh; B = PP1 inh; C = TPT1 inhibitor; D = AHR activator; E = procasp3 activ; F = Fh CTSL1 inh; G = PP5 primary; H = HCV core dimer; I = proCasp7 act
O=C(Cc1cccc2ccccc12)N/N=C/c1ccc(Sc2cccc3cccnc23)o1
  A: x; B: -2; C: 5; D: 4; E: -5; F: 6; G: 3.7; H: 23; I: 2
O=C(NCC(c1ccco1)N1CCc2ccccc2C1)C(=O)Nc1ccc(F)cc1F (stereo not drawn)
  A: -2; B: 4; C: 1; D: 3; E: 17; F: 4; G: -0.6; H: 1; I: 0
CC(=O)c1sc(-c2ccc(Cl)cc2)nc1C
  A: -5; B: -4; C: -4; D: 3; E: -5; F: 1; G: -1.3; H: -8; I: 3
O=C(N=Nc1c(O)[nH]c2ccc([N+](=O)[O-])cc12)c1ccccc1Cl
  A: 12; B: -6; C: 2; D: 5; E: 4; F: -2; G: 3.6; H: 2; I: -2
Cc1cccc(C(=O)N2CCN(S(=O)(=O)N3CCCCCC3)CC2)c1
  A: 3; B: -4; C: 0; D: 4; E: 19; F: -3; G: 0.7; H: 6; I: 5
CCCCNC(=O)/C(C#N)=C/c1ccc2c(c1)OCCO2
  A: 4; B: 10; C: -2; D: 14; E: -10; F: 5; G: -3.1; H: -11; I: -12
Cc1noc(C)c1C(=O)N(C)CC(=O)Nc1ccc(F)c(F)c1F
  A: 5; B: -3; C: 1; D: -2; E: 5; F: 4; G: -1.2; H: -1; I: 6
O=C(NC1CCN(C(=S)Nc2ccc(Cl)cc2)CC1)C1CCCCC1
  A: 5; B: -1; C: 2; D: 3; E: 20; F: 0; G: -2.2; H: -2; I: 5
O=C(NNC(=O)c1ccccc1O)c1ccc(Cl)cc1
  A: 12; B: -2; C: 3; D: -2; E: 1; F: 0; G: -1.0; H: 0; I: 1
O=C(COC(=O)C1CC1)Nc1ncc(Cl)cc1Cl
  A: 30*; B: -3; C: 0; D: 4; E: 9; F: -5; G: 1.3; H: 3; I: -3
Cc1ccc(NC(=O)C(NCc2ccccn2)c2ccccc2)cc1 (stereo not drawn)
  A: -3; B: -1; C: -2; D: 0; E: 3; F: -2; G: 2.0; H: 3; I: -2
COC(=O)c1ccc(CNC(=O)c2ccc(S(=O)(=O)N3CCCCCC3)cc2)cc1
  A: -10; B: x; C: x; D: 0; E: -2; F: x; G: x; H: x; I: 8
CCN(CC(=O)Nc1c(F)cccc1F)C(=O)CNC(=O)c1ccc2c(c1)OCO2
  A: -4; B: 4; C: -2; D: 1; E: 0; F: -1; G: 1.1; H: -6; I: 9
CCOc1cc(-c2n[nH]c(=S)n2Cc2ccccc2)ccc1OC(F)F
  A: 11; B: 3; C: x; D: 1; E: -12; F: x; G: 3.1; H: x; I: -21
Cc1cc(NC(=O)c2ccc(S(=O)(=O)N3CCOCC3)cc2)nc2c1c(=O)oc1ccccc12
  A: x; B: -1; C: 0; D: 20; E: 4; F: -4; G: 2.5; H: 11; I: 11
COc1ccc(/C=N/NC(=O)c2cccc(OC(F)(F)C(F)F)c2)c(OC)c1OC
  A: -5; B: 3; C: 2; D: 11; E: 2; F: 2; G: 2.7; H: 4; I: 3
Cc1ccc(-c2csc(N3N=C(c4ccccc4)/C(=C\c4ccc(N(C)C)cc4)C3=O)n2)cc1
  A: x; B: 4; C: -1; D: 4; E: -3; F: -1; G: 0.7; H: 46*; I: 1
O=C(O)COc1ccccc1/C=N/NC(=O)COc1ccc(-c2ccccc2)cc1
  A: -3; B: -2; C: -2; D: 68*; E: 0; F: -2; G: 6.3; H: 10; I: -1
COc1ccc(CCNC(=O)c2ccc(=O)[nH]n2)cc1OC
  A: 0; B: -4; C: -3; D: 1; E: -6; F: -4; G: -1.4; H: -3; I: -3
O=C(CSc1n[nH]c(-c2ccncc2)n1)Nc1ccccc1Cl
  A: 10; B: -3; C: 1; D: 2; E: 6; F: 0; G: 0.2; H: 2; I: 7
CCC(=O)c1ccc(OCC(=O)NCC2COc3ccccc3O2)cc1 (stereo not drawn)
  A: 2; B: 1; C: x; D: 1; E: 2; F: x; G: -0.5; H: x; I: 5
S=c1[nH]nc(-c2ccc3ccccc3n2)n1-c1ccccc1
  A: -4; B: -1; C: 0; D: 17; E: -15; F: 2; G: 1.6; H: 7; I: -25
